# From PubChem BioAssay
# GDH-TPI counter – counter-screen for M. tuberculosis FBA inhibitors: GDH-TPI coupled enzymes | GDH-TPI coupled enzyme counterscreen, NADH absorbance | inhibition, % at 4.8 µM | 360,000 tested, 1.2% active | AID 588335; in the data active = inhibition above about 30%;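 also: 0% = DMSO wells and 100% = wells lacking the enzyme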
# PfHsp40 rescue – compounds rescuing yeast from Plasmodium falciparum HSP40 toxicity; S. cerevisiae expressing PfHsp40, growth rescue, ATP luminescence; growth rescue, % at 12.5 µM; 340,000 tested, 0.68% active; in the data active = growth rescue above about 28%, passing the limit was not always enough; inconclusive = no clear call, values can overlap the other calls;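 also: yeast W303a lacking pdr1 and pdr3 grown in galactose medium; growth measured after three days at 30 °C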
# TcdB inh – TcdB glycohydrolase inhibition; TcdB glycohydrolase enzymatic assay, plate reader; inhibition, % at 9.99 µM; 350,000 tested, 0.24% active; AID 652162; in the data active = inhibition above about 10%
# FBA Mtb inh – inhibits M. tuberculosis FBA enzyme. P9WQA3. purified M. tuberculosis FBA, fluorescence read-out. inhibition, % at 1 µM. 360,000 tested, 2.3% active; in the data active = inhibition above about 27%;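 also: 0% = vehicle and 100% = reference inhibitor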
# Target sequence (P9WQA3 whole entry, looked up): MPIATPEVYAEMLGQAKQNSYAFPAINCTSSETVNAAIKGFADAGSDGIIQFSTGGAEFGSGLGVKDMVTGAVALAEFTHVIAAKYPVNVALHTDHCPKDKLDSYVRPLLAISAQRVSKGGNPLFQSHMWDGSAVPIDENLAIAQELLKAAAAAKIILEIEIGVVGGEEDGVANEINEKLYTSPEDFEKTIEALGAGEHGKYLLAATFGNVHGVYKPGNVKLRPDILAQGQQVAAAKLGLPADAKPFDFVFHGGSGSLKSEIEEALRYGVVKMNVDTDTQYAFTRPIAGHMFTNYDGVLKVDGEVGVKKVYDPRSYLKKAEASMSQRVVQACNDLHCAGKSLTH
# Vc quorum ag – quorum light induction in luxS cqsA deficient V. cholerae; activation, % at 18.7 µM; 350,000 tested, 0.16% active; V. cholerae BH1578 lux reporter, luminescence, 6 h; in the data active = activation mostly above about 9.7%, no sharp cut-off; inconclusive = no clear call, values can overlap the other calls; inactive = mostly below about 3.7%; also: not every result past the cut was called active; inactives centre near 0; reference of the scale not given here
# FadD28 FP inh – blocks FadD28 binding to the bisubstrate probe | inhibition, % at 12.5 µM | 360,000 tested, 0.22% active | fluorescence polarization | AID 588549; in the data active = inhibition above about 8.5%, passing the limit was not always enough; inconclusive = no clear call, values can overlap the other calls
# Mtb BioA inh – inhibitors of Mycobacterium tuberculosis BioA enzyme. purified M. tuberculosis BioA enzyme, plate reader. inhibition, % at 9.99 µM. 360,000 tested, 0.096% active; in the data active = inhibition above about 40%; inconclusive = no clear call, values can overlap the other calls
# UGM FP inh – inhibitors of M. tuberculosis UDP-galactopyranose mutase; P9WIQ1; purified UGM, fluorescence polarization probe displacement; inhibition, % at 10 µM; 320,000 tested, 0.06% active; AID 504406; in the data active = inhibition above about 10%, passing the limit was not always enough; inconclusive = no clear call, values can overlap the other calls
# Target sequence (P9WIQ1 whole entry, looked up): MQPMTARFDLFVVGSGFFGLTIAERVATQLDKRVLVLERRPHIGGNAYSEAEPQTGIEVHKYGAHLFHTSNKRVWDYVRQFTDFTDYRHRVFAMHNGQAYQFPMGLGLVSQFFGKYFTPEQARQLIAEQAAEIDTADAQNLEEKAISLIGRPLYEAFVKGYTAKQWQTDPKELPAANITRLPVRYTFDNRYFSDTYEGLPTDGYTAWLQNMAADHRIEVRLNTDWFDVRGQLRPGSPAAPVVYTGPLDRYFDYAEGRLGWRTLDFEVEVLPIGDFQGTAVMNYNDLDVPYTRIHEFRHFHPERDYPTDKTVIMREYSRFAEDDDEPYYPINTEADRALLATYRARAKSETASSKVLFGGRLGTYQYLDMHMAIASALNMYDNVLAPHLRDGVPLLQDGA
# Y pestis TopoI – Y. pestis Topo-I inhibition via cleavage products; activity, % at 10 µM; Y. pestis Topo-I cleavage product accumulation, plate reader; 360,000 tested, 0.064% active; in the data active = activity above about 50%, passing the limit was not always enough; inconclusive = no clear call, values can overlap the other calls; also: inactives centre near 2
# Active calls of the source: *; i = inactive; ? = inconclusive; . = not tested or not shown. Compounds as they come; about 4.6% have a hit in one of these screens.
SMILES	GDH-TPI counter	PfHsp40 rescue	TcdB inh	FBA Mtb inh	Vc quorum ag	FadD28 FP inh	Mtb BioA inh	UGM FP inh	Y pestis TopoI
O=C(CCc1ccccc1)Nc1ccccc1C(=O)N1CCOCC1	3.1	-0.6	1.2	5.9	i	-2.9	.	0.7	4.0
CC1Cc2cc(/C(O)=C3/C(=O)C(=O)N(CCCn4ccnc4)C3c3cccnc3)ccc2O1 (stereo not drawn)	19.2	-1.1	.	-0.7	-4.6	-1.5	-2.0	-0.4	-0.1
COC(=O)C1=C(c2cc3ccccc3o2)C[C@@H]2CC[C@H]1N2C(=O)NCCNC(C)=O	8.4	-2.0	0.6	-1.1	-1.7	-3.7	-1.5	-0.1	1.7
C=CCn1c(-c2csc(-c3ccccc3)n2)n[nH]c1=S	1.9	1.8	.	-1.4	-4.7	-2.2	0.2	-1.3	11.2
CCc1ccc(NC(=O)C(C)OC(=O)CCN2C(=O)C3CC=CCC3C2=O)cc1 (stereo not drawn)	0.0	-0.3	-1.7	0.2	-0.3	0.0	-2.2	.	3.4
CC(=O)Nc1cccc(CP(=O)(c2ccccc2)c2ccccc2)c1	2.4	-0.9	0.8	-2.2	-0.4	0.7	.	1.2	5.6
O=C(COC(=O)c1ccc(Br)o1)NCc1ccccc1Cl	-2.9	-0.6	1.5	-0.2	i	-1.1	-0.4	1.3	8.1
Cc1cc(C)n(CCOc2nonc2N)n1	-5.6	0.1	.	-2.8	-1.7	-4.1	0.6	0.7	4.8
CC1CCN(c2ccc3c(c2)S(=O)(=O)c2cccc(C(=O)NC4CCCCC4)c2C3=O)CC1	1.7	-1.6	1.2	-5.7	0.9	-0.5	-3.5	1.9	3.0
CC(=O)N1CCc2cc(S(=O)(=O)NCCC(=O)NCCc3ccc(Cl)cc3)ccc21	1.7	-0.1	1.8	1.0	-0.4	-1.8	3.2	-0.7	8.2
Cc1cc(C)n(-c2cc(N3CCN(S(=O)(=O)c4ccc(Cl)cc4)CC3)ccc2[N+](=O)[O-])n1	1.5	0.5	-0.1	-3.2	-3.8	-5.0	5.2	2.5	13.6
COC(=O)CCNS(=O)(=O)c1ccc2ccccc2c1	1.4	1.4	0.0	-4.3	-0.2	-1.2	0.7	1.4	1.8
O=C(Nc1ccc(Cl)c(S(=O)(=O)N2CCOCC2)c1)[C@@H]1CCCN1C(=O)c1cccs1	-0.3	-0.3	0.9	-3.2	-0.7	-3.7	0.9	0.9	3.3
CC(=O)NS(=O)(=O)c1ccc(NC(=O)CSc2ccccc2)cc1	3.9	-0.5	0.1	-2.9	i	-3.6	-0.4	-1.2	1.9
COc1ccc(OCC(=O)Nc2ccc(N3CCN(C(=O)c4ccccc4C)CC3)cc2)cc1	12.5	?	-0.7	1.7	-0.2	-1.4	-0.9	4.3	2.4
O=C(O)Cc1c(-c2ccccc2Cl)c2cc(Br)ccc2[nH]c1=O	19.5	2.5	2.6	0.8	-3.7	-6.4	-1.9	-3.1	3.7
O=C(O)/C=C/c1cccc(NC(=O)Nc2ccc([N+](=O)[O-])cc2)c1	16.6	1.3	-3.3	-0.7	i	-0.8	0.5	2.5	-3.5
CC(C)OCCCNCc1cccs1	-1.3	-0.7	.	-0.5	-0.7	-1.9	-1.0	-2.2	8.3
CCOP(=O)(c1ccccc1)C1(O)CCCCC1 (stereo not drawn)	-2.3	-0.2	.	-1.6	-3.2	-3.4	-2.0	0.0	-3.4
CN1C(=O)[C@@H]2[C@@H]3C[C@@H]([C@H]4ON=C(c5ccc(Cl)cc5)[C@@H]34)[C@@H]2C1=O	10.6	-0.6	0.8	-3.4	-0.2	-1.2	.	0.5	-0.7
COC(=O)CCC/C=C1/SCC(NC(=O)c2ccccc2)C1NC(C)=O (stereo not drawn)	-5.1	-0.3	-0.4	-0.4	-1.1	-2.9	.	0.6	2.7
O=C(COc1ccc(C(=O)c2ccccc2)cc1)NC1CCCCCC1	-0.4	5.4	.	-1.4	-0.3	-0.4	.	-0.1	34.7
COCCOc1ccc(C(F)(F)F)cc1Nc1nc2ccccc2o1	5.9	-0.4	.	-0.7	-2.2	-4.4	0.7	1.4	5.4
NS(=O)(=O)c1cc(Cl)c(Cl)c(S(N)(=O)=O)c1	2.4	-1.2	0.3	-2.7	i	-0.5	0.4	-0.7	2.8
CN(C(=O)c1cccc(NC(=O)Cc2ccc(NC(=O)C3CCCN(C(=O)C4CCC4)C3)cc2)c1)C1CC1 (stereo not drawn)	-2.1	1.1	0.8	-1.3	i	-3.2	-0.9	.	7.9

# Sorted by length of the SMILES (lowest first): part of the list above.
SMILES	GDH-TPI counter	PfHsp40 rescue	TcdB inh	FBA Mtb inh	Vc quorum ag	FadD28 FP inh	Mtb BioA inh	UGM FP inh	Y pestis TopoI
CC(C)OCCCNCc1cccs1	-1.3	-0.7	.	-0.5	-0.7	-1.9	-1.0	-2.2	8.3
CCOP(=O)(c1ccccc1)C1(O)CCCCC1 (stereo not drawn)	-2.3	-0.2	.	-1.6	-3.2	-3.4	-2.0	0.0	-3.4
CC(=O)Nc1cccc(CP(=O)(c2ccccc2)c2ccccc2)c1	2.4	-0.9	0.8	-2.2	-0.4	0.7	.	1.2	5.6

# The list goes on:
SMILES	GDH-TPI counter	PfHsp40 rescue	TcdB inh	FBA Mtb inh	Vc quorum ag	FadD28 FP inh	Mtb BioA inh	UGM FP inh	Y pestis TopoI
CC(=O)OC1CC2(C)C(CCC2(O)C(C)=O)C2CCC3C(Cl)C(=O)CCC3(C)C12 (stereo not drawn)	-1.8	-0.5	-0.4	-0.7	-5.6	.	7.1	.	4.8
COCC(=O)N(C)c1nnc(-c2ccccn2)s1	5.8	0.0	.	51.8*	i	-5.7	-0.2	3.4	5.8
Cc1n[nH]c(=O)nc1N/N=C/c1cccs1	16.8	-0.6	0.1	-0.1	-0.4	-2.1	-1.8	2.5	-2.2
Cn1c(CNc2ccc(Br)cc2)nc2ccccc21	0.7	0.8	0.2	-5.2	i	-12.6	.	-0.1	-6.8
CCN(CC)S(=O)(=O)c1cc(NC(=O)C2=COCCO2)ccc1Cl	9.3	-1.3	0.4	4.4	i	-2.6	8.6	-0.7	4.4
Cc1ccc(OCCn2cc(C(=S)N3CCCC3)c3ccccc32)cc1C	6.0	0.3	.	3.0	0.3	-1.7	-2.8	2.2	7.0
COc1ccccc1C(=O)NCC(=O)OCC(=O)N1CC(C)OC(C)C1 (stereo not drawn)	4.1	-0.8	-0.2	-0.1	i	-1.4	-0.8	.	-0.1
CCCCCCOc1ccc(N2C(=O)CC(N3CCC(C(=O)OCC)CC3)C2=O)cc1 (stereo not drawn)	10.0	-0.7	.	-0.1	-3.3	0.3	-1.2	2.0	3.1
CN(CC(=O)Nc1cccc(F)c1)C(=O)C1(c2ccccc2)CC1	4.2	0.4	0.6	3.5	i	1.4	2.3	-0.5	-4.7
O=C1c2ccccc2C(O)(c2ccccc2)N1CCc1ccccc1 (stereo not drawn)	1.6	0.1	0.2	0.7	0.3	-4.1	0.7	0.9	26.6
CCN(CC)c1nc2c(c(=O)[nH]c(=O)n2C)n1Cc1ccccc1	9.6	0.7	-1.4	-2.6	0.3	-0.5	-0.5	-1.9	-2.5
CCn1nnnc1SCC(=O)Nc1nc(C)c(C)s1	4.7	-0.9	.	1.9	-0.4	-0.1	.	1.4	3.3
C/C(=N\OCC(=O)OCC(=O)N(Cc1ccccc1)C(C)(C)C)c1ccc2c(c1)OCO2	4.9	3.1	1.5	5.1	-0.7	-2.1	-1.1	3.4	1.0
CCCCC(=O)Nc1ccc2c(c1)nc1n2CCN(CCOC)C1	6.6	.	1.4	51.5*	i	-3.9	0.1	.	-3.4
COc1ccc(-c2cc(C(=O)Nc3cc(OC)c(OC)c(OC)c3)no2)cc1OC	0.3	-0.6	0.8	-1.5	-0.6	-0.7	0.1	.	11.2
COc1ccc(C(=O)Nn2c(SCc3ccc([N+](=O)[O-])cc3)nc3ccccc3c2=O)cc1	14.2	1.4	.	2.5	i	0.3	-5.6	-0.2	-7.1
CCc1ccc(NC(=O)Cc2cn(C)c3ccccc23)cc1	-2.8	5.7	.	1.4	-0.3	0.8	.	-0.3	-4.5
O=C(COC(=O)CNC(=O)c1cc(Cl)cc([N+](=O)[O-])c1)NC(=O)NCc1ccco1	-0.9	-0.6	-0.1	3.1	.	-0.5	.	2.4	4.3
OC1CCN(C(=S)NCCc2ccccc2)CC1	6.0	-0.9	.	-1.8	-1.4	-0.3	0.5	-0.2	4.2
CCN(CC)Cc1c(O)ccc2c([N+](=O)[O-])c(C)n(-c3ccc(OC)cc3)c12	-1.9	1.2	.	8.6	0.8	-0.5	5.2	-0.8	-3.4
O=C(NCC(c1cccs1)N1CCOCC1)C1CCN(S(=O)(=O)c2cc(Cl)ccc2Cl)CC1 (stereo not drawn)	-2.2	1.8	1.3	0.8	0.0	-2.6	0.7	.	23.6
CCN(CC)C(=O)CC(c1ccc(N(C)C)cc1)c1c(OC)cc(OC)c2c(-c3ccccc3)cc(=O)oc12 (stereo not drawn)	7.8	-1.6	1.2	-3.3	-0.7	-1.1	-0.1	0.8	9.4
C/C(=N\NC(=S)NCc1ccccc1)c1ccco1	24.4	-1.3	-0.5	-3.3	-0.5	-2.3	.	-1.7	19.1
O=C(O)COCC(=O)Nc1ccc(-n2nc(C(F)(F)F)cc2-c2cccs2)cc1	0.7	1.7	1.1	6.0	-0.7	-8.1	-1.7	0.0	1.3
Cc1cc(C)cc(N(C(=O)C2CCCC2)C2C=CS(=O)(=O)C2)c1 (stereo not drawn)	5.0	-0.3	1.6	3.3	11.1	-0.5	-0.1	3.1	-1.4
Cc1ccc(NC2CCCN(C(=O)c3cccnc3)C2)cc1C (stereo not drawn)	5.2	-0.6	1.6	-1.1	i	-3.7	0.5	-1.2	4.9
CCN(Cc1nc(-c2ccc(OC)c(OC)c2)no1)C(=O)c1ccc2c(c1)OCO2	-3.0	1.6	1.0	2.3	-0.1	0.3	2.0	-0.1	21.4
Cc1nc2ccccn2c1C(=O)c1ccccc1	21.9	-1.5	.	-3.8	0.8	-0.2	0.5	1.5	-3.3
O=C(O)CCCC(=O)Nc1c(F)c(F)c(F)c(F)c1F	2.2	-0.6	.	-0.1	1.0	-0.6	1.4	-2.4	0.7
CC(C)OC(=O)c1cccc(C(=O)Oc2ccc(Br)cc2)n1	4.6	0.0	.	-0.9	-2.2	-0.8	0.7	-4.6	6.8
O=C(CN(Cc1ccc(F)cc1)C(=O)CCC(=O)Nc1nccs1)NCC1CCCO1 (stereo not drawn)	5.7	-1.0	0.7	-6.5	-0.3	.	-0.2	1.2	0.7
CCOCc1cc(CN2CCC(CCC(=O)NC3CC3)CC2)ccc1OC	4.3	0.2	-0.1	0.2	i	0.1	-1.2	-2.8	3.9
CCOc1ccc(OCCCC(=O)ON=C(N)c2ccccc2Cl)cc1	0.5	0.0	-0.3	-2.3	i	0.5	-0.9	-0.4	11.4
Cc1ccc(NC(=O)C(=O)NCC2CCCN2S(=O)(=O)c2cccs2)c(C)c1 (stereo not drawn)	2.9	-0.9	-0.3	5.6	i	-2.6	-1.1	1.5	6.8
C=CCn1c(O)c(C(CC)=NCCCO)c(=O)[nH]c1=O	-1.3	-0.6	.	0.4	0.8	-0.2	-0.3	1.3	-9.2
CN(Cc1ccccc1NS(=O)(=O)c1ccc2ccccc2c1)C1CCCCC1	-0.6	-0.8	3.1	-0.2	-2.3	-2.1	0.6	0.9	19.2
Cc1ccc(/C=C/C(=O)NCC2COc3ccccc3O2)o1 (stereo not drawn)	2.7	1.4	-0.3	0.4	-0.2	-3.8	.	-1.9	11.3
Cc1cc(N2CCN(C)CC2)nc2ccc(NC(=S)N3CCN(c4ccc(F)cc4)CC3)cc12	-2.5	-0.9	1.9	9.4	i	-2.9	-1.3	-2.9	-11.4
Nc1cc2c(cc1Cl)-c1ccc(Cl)cc1C2	11.5	.	1.1	0.0	0.1	-0.6	-1.6	.	-18.9
